Screening results (PubChem BioAssay)
bovine MsrA act: activators of bovine methionine sulfoxide reductase A. purified bovine MsrA, absorbance read-out. activation, % at 10.6 µM. 360,000 compounds, 0.3% hits; in the data active = activation above about 7.5%;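 also: 0% = vehicle and 100% = reference activator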
CendR NRP1 mod: alters CendR peptide binding to human NRP-1 | O14786 | AID 602438 | FAM-RPARPAR peptide binding to NRP-1, fluorescence polarization | 360,000 compounds, 0.85% hits | inhibition, % at 25 µM;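 active = inhibition or corrected inhibition above about 18%, plus a signal ratio from 0.5 to 1.5, limit read from the data, passing the limit was not always enough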; also: strong numbers were not always called active
SKN-1 block: inhibitors of C. elegans SKN-1. AID 624304. 360,000 compounds, 0.49% hits. C. elegans VP596 Pgst-4::GFP/RFP ratio, acrylamide-induced, 24 h. inhibition, % at 21.8 µM;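 active = interference check ratio from 0.5 to 1.5 plus GFP to RFP signal ratio inhibition reaching or exceeding a fixed threshold, cut at about 30% in these data, passing the limit was not always enough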; also: some compounds called inactive have numbers as strong as hits
FAS-TE inh: blocks the thioesterase domain of human fatty acid synthase; P49327; recombinant FAS-TE, OMFH fluorogenic substrate, fluorescence endpoint; inhibition, % at 15 µM; 360,000 compounds, 0.67% hits; AID 602261;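 active = compounds whose normalised, plate-corrected inhibition of enzyme fluorescence in the single-dose primary screen is 50% or more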;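 also: 0% = DMSO with enzyme and 100% = substrate without enzyme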
Neddylation inh: inhibitors of human cullin neddylation; AID 651699; calls only at 25 µM; TR-FRET cullin neddylation, biochemical; 360,000 compounds, 0.58% hits; in the data active = inhibition above about 36%
Target sequence (P61081 whole entry, looked up): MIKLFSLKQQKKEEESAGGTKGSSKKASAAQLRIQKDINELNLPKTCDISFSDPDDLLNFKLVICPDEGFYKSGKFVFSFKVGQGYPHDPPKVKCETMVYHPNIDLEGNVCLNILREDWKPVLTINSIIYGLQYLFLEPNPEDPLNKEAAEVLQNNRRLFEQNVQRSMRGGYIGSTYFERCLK
Target sequence (Q13564 whole entry, looked up): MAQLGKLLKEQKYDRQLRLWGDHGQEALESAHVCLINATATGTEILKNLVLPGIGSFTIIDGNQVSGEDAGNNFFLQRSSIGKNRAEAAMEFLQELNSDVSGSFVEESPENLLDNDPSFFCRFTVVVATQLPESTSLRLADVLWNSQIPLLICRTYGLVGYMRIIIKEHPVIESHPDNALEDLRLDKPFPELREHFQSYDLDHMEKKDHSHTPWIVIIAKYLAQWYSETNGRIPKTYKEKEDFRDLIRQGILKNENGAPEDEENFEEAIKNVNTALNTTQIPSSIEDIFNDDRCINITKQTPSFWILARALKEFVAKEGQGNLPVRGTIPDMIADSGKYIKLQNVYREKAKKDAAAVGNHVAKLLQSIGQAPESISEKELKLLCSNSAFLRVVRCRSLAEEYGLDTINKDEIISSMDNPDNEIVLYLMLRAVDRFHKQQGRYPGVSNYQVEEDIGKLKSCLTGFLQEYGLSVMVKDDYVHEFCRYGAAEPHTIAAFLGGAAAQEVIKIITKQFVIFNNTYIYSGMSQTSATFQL
MsrA inhibitor: inhibits bovine methionine sulfoxide reductase A. purified bovine MsrA, absorbance read-out. inhibition, % at 15.5 µM. 360,000 compounds, 0.75% hits; in the data active = inhibition above about 4.5%;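 also: 0% = vehicle wells with enzyme and 100% = reference inhibitor wells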
eLon inh: E. coli protease La inhibition; inhibition, % at 7.94 µM; 360,000 compounds, 0.42% hits; P0A9M0; AID 602123; purified E. coli Lon protease, fluorescence polarization; in the data active = inhibition above about 13%, passing the limit was not always enough;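 also: 0% = enzyme with probe and DMSO and 100% = no enzyme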
MT1-MMP act inh: MT1-MMP (human) activation inhibition | P50281 | HT1080 RFP-PRO-GFP cells, GFP/RFP ratio fluorescence, overnight; percent of plate control window, DMSO zero | GFP/RFP ratio change, % at 20 µM | 360,000 compounds, 0.061% hits | AID 651647;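 active = GFP/RFP ratio change of at least 30% with cell ATP level not reduced by more than half and red fluorescence within 50% of control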; also: strong numbers were not always called active
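system = RFP-PRO-GFP reporter HT1080 cells | dosing = 20 µM single dose, 1% DMSO | timing = overnight cell settling, then overnight compound exposure, 37 °C, 5% CO2 | read-out basis = GFP/RFP fluorescence ratio | controls = DMSO and RFP-L50D-GFP cell wells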
Rin1 Abl inh: inhibitors of human Rin1-Abl protein interaction; P00519+Q13671; TR-FRET Rin1/Abl binding, biochemical; inhibition, % at 7.35 µM; 360,000 compounds, 0.4% hits; AID 588664; in the data active = inhibition above about 5%, passing the limit was not always enough
Active calls of the source: *; i = inactive; nt = not tested or not shown.

The first 18 compounds, to show the layout:
Under each structure: bovine MsrA act, CendR NRP1 mod, SKN-1 block, FAS-TE inh, Neddylation inh, MsrA inhibitor, eLon inh, MT1-MMP act inh, Rin1 Abl inh
- CCCc1nc2ccc(C)cn2c1Cc1ccccc1
  0, -20, 2, -8, i, -1.2, -14, -4, 6
- CC(=O)Oc1ccc(C(=O)OCC(=O)c2c(N)n(C)c(=O)n(C)c2=O)cc1OC(C)=O
  -3, -11, 4, -1, i, 0.5, 7, 4, 3
- CN(CC(=O)N1CCc2ccccc21)S(=O)(=O)c1cccc2cccnc12
  3, 1, -2, 2, i, 1.3, 1, 0, -3
- Cc1ccc(C)c(NC(=O)COC(=O)CCC(=O)c2cccs2)c1
  0, 8, -5, -1, i, -0.2, -8, -5, 0
- COc1ccc2[nH]c3c(=O)n(Cc4ccc(C(=O)NCC5CCCO5)cc4)c(=S)[nH]c3c2c1 (configuration not stated)
  -4, -25, 10, -15, i, 0.7, 3, -1, 0
- CC(=O)Nc1ccc(NS(=O)(=O)c2ccc3ccccc3c2)cc1
  -11, -3, -10, -4, i, 0.3, -2, -2, 0
- CC(=O)Nc1ccc(Oc2nc(C)cc(C)n2)cc1
  -10, 2, 2, -9, i, 1.0, -11, 1, 6
- COc1cc(N=CC2=C(O)c3ccccc3C2=O)cc(OC)c1
  -9, 1, -6, -8, i, 0.3, -17, 0, -2
- COc1cc(/C=C/C(=O)OCC(=O)NC(=O)NC(C)(C)C)ccc1OCC#N
  -7, 4, 8, -13, i, 0.6, 3, 2, 1
- CC(C)(C)c1ccc(NC(=O)Nc2ccc(OCC(=O)N3CCOCC3)cc2)cc1
  -4, -4, -4, 3, i, 0.0, -5, 2, -1
- COc1ccccc1CNC(=O)c1cccc(S(=O)(=O)N2CCN(C)CC2)c1
  -4, -6, 3, -2, i, 1.6, -8, -1, 2
- O=C(NCCc1ccc(Cl)cc1)C1CCN(S(=O)(=O)N2CCC3(CC2)OCCO3)CC1
  -2, -1, 11, -4, i, 0.8, -10, 3, -1
- Cc1ccc(Cn2cc(-c3ccccc3)nn2)cc1
  -2, 11, 24, 4, i, -1.7, -9, 4, 2
- CCc1ccc(NC(=O)CCn2cccc2)cc1
  -1, -2, -10, -1, i, 0.6, 2, -1, -3
- O=C(Nc1ccc2c(c1)C(=O)OC2)c1ccc(Cl)cc1Cl
  -3, -2, 10, 5, i, 0.3, -15, 0, 3
- O=C1CCC(CCC(=O)N2CCCC(C(=O)c3cccc(C(F)(F)F)c3)C2)=NN1 (configuration not stated)
  -2, 6, -16, -7, i, -0.4, 4, 1, 2
- O=C(Cn1cc(C(=S)N2CCOCC2)c2ccccc21)N1CCOCC1
  -4, 7, -11, -7, i, 0.4, -4, 1, -2
- O=C1CC(C(=O)N2CCC(N3CCC(C(=O)NC4CC4)CC3)CC2)c2ccccc21 (configuration not stated)
  -3, 3, 5, -6, i, 0.6, -18, -1, 2

The listing, from the start:
Under each structure: bovine MsrA act, CendR NRP1 mod, SKN-1 block, FAS-TE inh, Neddylation inh, MsrA inhibitor, eLon inh, MT1-MMP act inh, Rin1 Abl inh
- CCCc1nc2ccc(C)cn2c1Cc1ccccc1
  0, -20, 2, -8, i, -1.2, -14, -4, 6
- CC(=O)Oc1ccc(C(=O)OCC(=O)c2c(N)n(C)c(=O)n(C)c2=O)cc1OC(C)=O
  -3, -11, 4, -1, i, 0.5, 7, 4, 3
- CN(CC(=O)N1CCc2ccccc21)S(=O)(=O)c1cccc2cccnc12
  3, 1, -2, 2, i, 1.3, 1, 0, -3
- Cc1ccc(C)c(NC(=O)COC(=O)CCC(=O)c2cccs2)c1
  0, 8, -5, -1, i, -0.2, -8, -5, 0
- COc1ccc2[nH]c3c(=O)n(Cc4ccc(C(=O)NCC5CCCO5)cc4)c(=S)[nH]c3c2c1 (configuration not stated)
  -4, -25, 10, -15, i, 0.7, 3, -1, 0
- CC(=O)Nc1ccc(NS(=O)(=O)c2ccc3ccccc3c2)cc1
  -11, -3, -10, -4, i, 0.3, -2, -2, 0
- CC(=O)Nc1ccc(Oc2nc(C)cc(C)n2)cc1
  -10, 2, 2, -9, i, 1.0, -11, 1, 6
- COc1cc(N=CC2=C(O)c3ccccc3C2=O)cc(OC)c1
  -9, 1, -6, -8, i, 0.3, -17, 0, -2
- COc1cc(/C=C/C(=O)OCC(=O)NC(=O)NC(C)(C)C)ccc1OCC#N
  -7, 4, 8, -13, i, 0.6, 3, 2, 1
- CC(C)(C)c1ccc(NC(=O)Nc2ccc(OCC(=O)N3CCOCC3)cc2)cc1
  -4, -4, -4, 3, i, 0.0, -5, 2, -1
- COc1ccccc1CNC(=O)c1cccc(S(=O)(=O)N2CCN(C)CC2)c1
  -4, -6, 3, -2, i, 1.6, -8, -1, 2
- O=C(NCCc1ccc(Cl)cc1)C1CCN(S(=O)(=O)N2CCC3(CC2)OCCO3)CC1
  -2, -1, 11, -4, i, 0.8, -10, 3, -1
- Cc1ccc(Cn2cc(-c3ccccc3)nn2)cc1
  -2, 11, 24, 4, i, -1.7, -9, 4, 2
- CCc1ccc(NC(=O)CCn2cccc2)cc1
  -1, -2, -10, -1, i, 0.6, 2, -1, -3
- O=C(Nc1ccc2c(c1)C(=O)OC2)c1ccc(Cl)cc1Cl
  -3, -2, 10, 5, i, 0.3, -15, 0, 3
- O=C1CCC(CCC(=O)N2CCCC(C(=O)c3cccc(C(F)(F)F)c3)C2)=NN1 (configuration not stated)
  -2, 6, -16, -7, i, -0.4, 4, 1, 2
- O=C(Cn1cc(C(=S)N2CCOCC2)c2ccccc21)N1CCOCC1
  -4, 7, -11, -7, i, 0.4, -4, 1, -2
- O=C1CC(C(=O)N2CCC(N3CCC(C(=O)NC4CC4)CC3)CC2)c2ccccc21 (configuration not stated)
  -3, 3, 5, -6, i, 0.6, -18, -1, 2
- Cc1cccc(Nc2ncnc3ccc(Br)cc23)c1
  -13, -4, -1, 9, i, 3.2, -4, -9, -3
- CCc1noc(C)c1C(=O)N1CCN(c2cccc(C)c2C)CC1
  -1, 2, -15, 1, i, -1.1, -3, 3, -4
- O=C(Nc1cccc(Cl)c1)Nc1nnc(-c2ccccc2)o1
  2, -1, 3, 4, i, -1.2, 6, 0, 1
- O=C1c2ccccc2NC(c2ccc(-c3ccc(C(F)(F)F)cc3)o2)N1O (configuration not stated)
  4, -14, 11, 3, i, -0.4, -17, -1, 3
- Cc1cc(C)c(C)c(S(=O)(=O)NCC(=O)O)c1C
  -1, 2, -8, -5, i, 0.4, 9, -3, -1
- COc1cc2c(cc1OC)C(C)N(C(=O)c1cc3c(s1)-c1c(C)cccc1OC3)CC2 (configuration not stated)
  -2, -5, 14, 32, i, 1.1, -3, -3, 2
- O=S(=O)(NCC1CCCO1)c1ccc(Br)cc1 (configuration not stated)
  -5, -1, -15, 2, i, 0.0, 12, -1, 0
- CCOc1nc(Nc2ccc(Cl)cc2)nc(OCC)n1
  -1, 5, 25, 9, i, -1.6, 6, -12, 0
- OC(c1cccc(Cl)c1)c1nc(-c2ccc(Cl)cc2)cs1 (configuration not stated)
  -8, -4, 15, 24, i, 0.7, -10, 3, 3
- COc1ccc(OCCC(=O)N2CCCCC2)cc1
  -4, 1, -13, -6, i, 0.5, -1, 1, 0
- COc1ccc(Cl)cc1NC(=S)NC(=O)c1ccc2c(c1)OCO2
  -2, 17, 25, 20, i, 0.6, 4, 1, -3
- O=C(CCCN1C(=O)c2ccccc2C1=O)Nc1ccccn1
  0, 10, 7, -3, i, -1.5, 6, 0, -1
- O=C(c1ccc(C23CC4CC(CC(C4)C2)C3)o1)N1CCOCC1
  -4, 0, 9, 7, i, 0.3, -13, -5, -2
- CCc1nc(NC(C)(C)C)c2cnn(-c3ccccc3)c2n1
  0, -18, 19, 21, i, 1.6, 2, -8, 3
- COc1ccc([C@H]2CC(=O)C=C(c3cccc(C(F)(F)F)c3)C2)cc1
  -4, 2, 5, 28, i, 0.0, 11, 0, 0
- CCN(C(=O)COC(=O)c1cc(S(=O)(=O)N2CCOCC2)c(Cl)cc1Cl)C1CCS(=O)(=O)C1 (configuration not stated)
  -12, -2, -1, 0, i, 1.4, 0, -1, 4
- COc1ccc(CNC(=O)C2(C)Cc3ccccc3C(=O)O2)cc1 (configuration not stated)
  -2, 6, 0, -7, i, -0.8, -3, 4, 3
- CCN1C(=O)/C(=C\c2cccc(OC(=O)c3ccco3)c2)SC1=S
  -3, 13, 15, 8, i, 0.2, -4, -7, 1
- CCOC(=O)c1c(NS(=O)(=O)Cc2ccccc2)sc2c1CCCC2
  0, -7, 0, 18, i, 0.0, -15, -29, 0
- CCOn1c(SC(C)C)nc2ccccc2c1=O
  -2, 4, -7, 2, i, 0.5, -5, 1, -2
- CCc1nonc1NC(=O)c1oc2cc(C)c(C)cc2c1C
  -4, -2, 5, -6, i, 0.3, -10, 3, 4
- COC(=O)c1ccc(S(=O)(=O)N2CCCCC2)o1
  0, -10, -22, -8, i, 0.4, 7, 7, -2
- COc1ccc(CCNC(=O)C2CCCN(S(=O)(=O)c3ccc(F)cc3)C2)cc1 (configuration not stated)
  -3, -2, 5, 3, i, -0.5, -8, 2, -1
- COc1ccc(C(=O)O/N=C(\N)c2ccncc2)cc1OC
  -1, -4, -8, -20, i, 0.4, 3, 2, 1
- CCOC(=O)c1[nH]cnc1C(=O)NC1CCCCC1
  2, -4, -9, -4, i, 0.2, 2, 4, 1
- C=CCOc1ccc(-c2nc3c(c(=O)[nH]c(=O)n3Cc3ccccc3)n2CCCOC)cc1
  -1, 1, 16, -2, nt, -0.2, -7, 4, 2
- COc1ccc(F)cc1S(=O)(=O)NC(Cc1ccccc1)C(N)=O (configuration not stated)
  -5, 2, 9, -6, i, -0.3, -2, -1, 0
- Nc1cc(N)c(OCC(F)(F)F)cc1OCC(F)(F)F
  -5, -1, 33, -11, i, nt, 10, -11, 0
- CC(=O)c1cccc(NC(=S)NCCc2ccc(F)cc2)c1
  -6, -16, -14, -2, i, -0.1, 1, -2, -3
- O=C(NC1CCCC1)c1ccc(COCC(F)(F)C(F)F)o1
  -2, -6, 21, -1, i, nt, -1, 4, 0
- O=C1COc2ccccc2N1Cc1c(F)cccc1Cl
  -2, 8, 14, 6, i, -0.5, -3, 2, 3
- COc1cccc2cc(-c3cc(=O)oc4cc(C)c(O)cc34)oc12
  -10, 5, 9, 1, i, -0.4, 1, 1, 0
- Cc1ccc(S(=O)(=O)NC2CCC(C(=O)O)CC2)cc1 (configuration not stated)
  -14, -2, -10, -6, i, 0.7, -3, 7, 5
- O=C(O)C1C2CCC(CC2)C1C(=O)O (configuration not stated)
  -2, 15, 9, -11, i, 0.2, -6, 3, 1
- CC(C)=C(C#N)c1nc2ccccc2s1
  -2, 2, 18, 3, i, -0.8, -51, 41, -3
- O=C(Nc1cnccc1C(F)(F)F)NC1CCCCC1
  -2, -3, -4, -4, i, 2.2, -6, -3, 1
- N#Cc1cccc(OC(=O)c2ccc3c(=O)n4c(nc3c2)CCC4)c1
  -3, 0, 6, 6, i, -0.6, -5, 3, -1
- Cc1ccc(C(=O)Nc2c(C)cc(-c3ccccc3)oc2=O)cc1
  -3, -15, -10, 1, i, 0.6, -5, 0, 2
- CC1(C)NC(=O)N(CC(O)CN(c2ccccc2)S(=O)(=O)c2ccc([N+](=O)[O-])cc2)C1=O (configuration not stated)
  -5, 11, 16, -2, i, 1.1, -7, -2, 2
- O=C(O)C1CCN(Cc2oc(CO)cc(=O)c2O)C1 (configuration not stated)
  -9, 11, 9, -5, i, 2.2, -9, -3, 6
- COc1ccc(-n2c(O)cnc2Nc2nc(C)cc(C)n2)cc1OC
  -3, -12, 11, -4, i, 15*, 1, 0, 2
- CC(C)C(c1nnnn1CC1CCCO1)N1CCN(Cc2ccc3c(c2)OCO3)CC1 (configuration not stated)
  -4, 11, 16, -3, i, -0.9, -4, -3, 3
